# Screening results (PubChem)
# tim23-1 inh: inhibits growth of tim23-1 mutant yeast; S. cerevisiae tim23-1 growth, BacTiter-Glo luminescence, 24 h; AID 463212; inhibition, % at 20 µM; actives 1.3% (n = 330,000);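 active = growth inhibition of the mutant yeast at or above 50%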;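 note: temperature-sensitive mutant grown at 25 °C; plate controls were DMSO-treated mutant yeast for no effect and medium wells lacking yeast for full effect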
# XBP1 UPR activ: adaptive UPR (XBP1) activation; activation, % at 20 µM; CHO-XBP1 luciferase reporter, IRE1-XBP1 UPR activation, luminescence; percent of tunicamycin response, DMSO as zero; actives 0.33% (n = 330,000);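 active = versus positive control, 20 µM dose yields 30% or more activation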;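 note: 100% = tunicamycin at 10 µg/mL and 0% = DMSO only wells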
#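 Test system: CHO-XBP1 luciferase reporter cells | Buffer or medium: Serum-containing F12 medium, 10% FBS | Schedule: 6 h compound exposure at 37 °C, 5% CO2 | Detection: Steady-Glo luciferase glow luminescence, 10 min after reagent addition | Read-out basis: Activation, % of tunicamycin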
# Mdm2 MdmX PPI: disrupts the human Mdm2-MdmX interaction; O15151+Q00987; SaOS-2 split-luciferase Mdm2/MdmX complementation, luminescence; inhibition, % at 8 µM; actives 3% (n = 330,000); AID 485346;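 active = inhibition of at least 50% at 8 µM in the primary screen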
# TIM10 inh: inhibits growth of TIM10 yeast strain. S. cerevisiae TIM10 strain growth, BacTiter-Glo luminescence, 24 h. actives 1.4% (n = 330,000). inhibition, % at 10 µM;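 active = inhibition of 40% or more at the single tested concentration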;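 note: wild-type TIM10 isogenic control strain grown at permissive 25 °C; 0% = DMSO yeast wells and 100% = minimal medium wells without yeast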
# CXCR6 block: CXCR6 (human) receptor inhibition | inhibition, % at 20 µM | CHO-K1 PathHunter CXCR6 beta-arrestin, luminescence | AID 602244 | O00574 | actives 0.36% (n = 360,000); in the data active = inhibition above about 34%, passing the limit was not always enough;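 note: antagonist mode with CXCL16 agonist at 10 nM final; 0% = 10 nM CXCL16 with DMSO and 100% = unstimulated wells without agonist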
# Target sequence (O00574 whole entry, looked up): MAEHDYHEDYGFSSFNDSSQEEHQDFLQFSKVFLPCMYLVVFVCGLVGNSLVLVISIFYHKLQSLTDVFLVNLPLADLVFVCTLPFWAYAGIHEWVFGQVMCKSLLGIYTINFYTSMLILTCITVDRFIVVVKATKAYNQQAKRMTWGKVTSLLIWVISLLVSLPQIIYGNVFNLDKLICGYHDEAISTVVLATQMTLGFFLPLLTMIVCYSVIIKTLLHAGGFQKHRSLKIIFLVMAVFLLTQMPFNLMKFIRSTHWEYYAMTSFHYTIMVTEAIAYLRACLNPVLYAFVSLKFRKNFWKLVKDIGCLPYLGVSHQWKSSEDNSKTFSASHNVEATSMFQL
# APJ antag: antagonists of human APJ apelin receptor | actives 0.32% (n = 330,000) | CHO-K1 APJ beta-arrestin complementation, luminescence | AID 2521 | P35414 | inhibition, % at 20 µM;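 active = inhibition above about 40% at 20 µM, limit read from the data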;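 note: cells challenged with 10 nM apelin-13 agonist together with compound; plate controls were apelin-13 plus DMSO wells for no effect and DMSO wells lacking apelin-13 for full effect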
# Target sequence (P35414 whole entry, looked up): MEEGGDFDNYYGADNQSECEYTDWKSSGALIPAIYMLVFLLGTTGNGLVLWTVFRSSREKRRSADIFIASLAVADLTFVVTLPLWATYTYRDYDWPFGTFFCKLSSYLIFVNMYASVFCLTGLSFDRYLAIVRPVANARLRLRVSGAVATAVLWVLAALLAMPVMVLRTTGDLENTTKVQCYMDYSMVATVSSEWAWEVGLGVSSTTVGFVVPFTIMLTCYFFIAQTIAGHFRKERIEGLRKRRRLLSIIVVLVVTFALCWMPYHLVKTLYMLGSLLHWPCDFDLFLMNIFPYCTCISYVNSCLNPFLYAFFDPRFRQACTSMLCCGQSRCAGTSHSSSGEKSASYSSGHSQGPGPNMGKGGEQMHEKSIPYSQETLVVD
# tim10-1 inh: tim10-1 yeast growth inhibition; S. cerevisiae tim10-1 ts strain growth, BacTiter-Glo, 24 h; inhibition, % at 20 µM; actives 2.2% (n = 330,000); AID 463190;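 active = inhibition of at least 40%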;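 note: mutant grown at 25 °C; 0% = DMSO wells with yeast and 100% = wells holding no yeast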
# UPR CHOP act: activators of apoptotic arm of unfolded protein response (CHOP) | activation, % at 10 µM | actives 0.34% (n = 330,000) | CHO-CHOP luciferase reporter, UPR activation, luminescence; percent of tunicamycin response over DMSO baseline;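 active = at 10 µM dose, activation of 40% or more, normalized to positive control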;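 note: 100% = tunicamycin at 10 µg/mL and 0% = DMSO alone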
#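 System: CHO CHOP reporter cells. Amount: 500 cells per well. Buffer or medium: F12 medium, 10% FBS. Compound dosing: one dose, 10 µM in 0.5% DMSO. Incubation: 6 h compound exposure at 37 °C after overnight seeding. Technique: Steady-Glo luciferase luminescence. Benchmarks: tunicamycin and DMSO controls.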
# APJ ag: agonists of human APJ apelin receptor | P35414 | activation, % at 20 µM | CHO-K1 APJ PathHunter beta-arrestin, luminescence; 0% DMSO wells, 100% apelin | actives 0.11% (n = 330,000);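 active = activation more than six SD over the plate average, tested at 20 µM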;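 note: 0% = DMSO alone and 100% = apelin-13 at 10 nM; some results filed as inactive read as strong as hits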
#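 Assay system: engineered CHO-K1 APJ arrestin reporter cells; Amount: 1000 CHO-K1 reporter cells seeded per well; Dosing: one dose, 20 µM compound, 1% DMSO; Times: compound stimulation 90 min at 25 °C, detection 60 min; Measured by: luminescent beta-gal fragment complementation, chemiluminescent substrate; Read-out: APJ–arrestin association signal; Controls: DMSO vs Apelin-13 10 nM.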
# * marks the source's active call; other numbers are inactive results; · = no result given. The list is partial; count on the stated rates, not on these rows.
# Assay codes: A = tim23-1 inh; B = XBP1 UPR activ; C = Mdm2 MdmX PPI; D = TIM10 inh; E = CXCR6 block; F = APJ antag; G = tim10-1 inh; H = UPR CHOP act; I = APJ ag
CCOC(=O)CN1N=C(/C=C/c2ccc(C)cc2)CCC1=O
  A: 9 | B: -2 | C: 17 | D: 2 | E: -6 | F: 6 | G: 6 | H: 2.2 | I: -3

COC(=O)c1ccc(C(=O)OC)c(=O)[nH]1
  A: -15 | B: 0 | C: -19 | D: -20 | E: 1 | F: 0 | G: 4 | H: 0.4 | I: -4

CCN(CC)CCCn1c2c(c(SCC(=O)Nc3cc(C)on3)nc1=O)CCC2
  A: 13 | B: 1 | C: -2 | D: 9 | E: -2 | F: -1 | G: 14 | H: 0.8 | I: -3

Cn1c(CO)cnc1SCC(=O)c1ccc(Br)cc1
  A: 8 | B: -2 | C: 1 | D: 8 | E: 0 | F: 0 | G: 6 | H: -0.4 | I: -2

O=C(Nc1ccc(Cl)c(S(=O)(=O)N2CCOCC2)c1)c1n[nH]c(=O)c2ccccc12
  A: 5 | B: 2 | C: 60* | D: 8 | E: 2 | F: -1 | G: 1 | H: 6.2 | I: -3

Clc1ccc(N2CCOCC2)nn1
  A: 13 | B: 0 | C: -2 | D: -2 | E: -4 | F: -7 | G: 3 | H: -1.4 | I: -4

COc1cccc(CN2CCN(S(=O)(=O)c3ccc(NC(C)=O)cc3)CC2)c1OC
  A: 6 | B: 1 | C: -5 | D: 11 | E: -5 | F: 5 | G: 1 | H: -0.6 | I: -3

Cc1ccccc1-c1nnn(CC(=O)Nc2ccc3c(c2)OCO3)n1
  A: 2 | B: -2 | C: -2 | D: 3 | E: -3 | F: -7 | G: 1 | H: -0.5 | I: -2

CCn1cc(C(=O)NCCc2ccc(Cl)cc2)c(=O)c2ccc(C)nc21
  A: -8 | B: -3 | C: 15 | D: -20 | E: 0 | F: -3 | G: -11 | H: 0.7 | I: 0

CN(C)S(=O)(=O)c1ccc(NC(=O)COC(=O)c2n[nH]c3ccccc23)cc1
  A: 12 | B: -2 | C: 3 | D: 9 | E: -11 | F: -26 | G: 12 | H: -3.6 | I: 1

CC(=O)Nc1ccc(S(=O)(=O)N(Cc2ccccc2)c2ccccc2F)cc1
  A: 8 | B: -1 | C: -15 | D: 4 | E: 0 | F: 0 | G: 17 | H: -1.5 | I: -3

C/C(Cl)=C/CSc1nn2c(=O)c3ccccc3nc2s1
  A: 6 | B: 5 | C: -58 | D: 10 | E: 6 | F: -15 | G: 31 | H: 1.8 | I: -3

Cc1ccc(C)c(N2CCN(S(=O)(=O)CC34CCC(CC3=O)C4(C)C)CC2)c1 (stereo not drawn)
  A: 30 | B: -4 | C: 14 | D: 8 | E: -5 | F: 3 | G: 25 | H: -0.6 | I: 5

CCOc1ccc(N2C(=O)CC(N(Cc3ccco3)C(C)=O)C2=O)cc1 (stereo not drawn)
  A: 22 | B: 2 | C: -9 | D: 15 | E: 0 | F: -3 | G: 12 | H: 5.1 | I: -3

O=c1cnnc(N/N=C/c2c[nH]c3ccccc23)[nH]1
  A: 5 | B: -2 | C: -9 | D: -12 | E: 0 | F: 10 | G: -2 | H: 2.3 | I: 0

# Another view of some results above.
C/C(Cl)=C/CSc1nn2c(=O)c3ccccc3nc2s1
  tim23-1 inh = 6
  XBP1 UPR activ = 5
  Mdm2 MdmX PPI = -58
  TIM10 inh = 10
  CXCR6 block = 6
  APJ antag = -15
  tim10-1 inh = 31
  UPR CHOP act = 1.8
  APJ ag = -3
Cc1ccc(C)c(N2CCN(S(=O)(=O)CC34CCC(CC3=O)C4(C)C)CC2)c1 (stereo not drawn)
  tim23-1 inh = 30
  XBP1 UPR activ = -4
  Mdm2 MdmX PPI = 14
  TIM10 inh = 8
  CXCR6 block = -5
  APJ antag = 3
  tim10-1 inh = 25
  UPR CHOP act = -0.6
  APJ ag = 5

# Two of these compounds, set out differently:
> C/C(Cl)=C/CSc1nn2c(=O)c3ccccc3nc2s1
  tim23-1 inh: 6
  XBP1 UPR activ: 5
  Mdm2 MdmX PPI: -58
  TIM10 inh: 10
  CXCR6 block: 6
  APJ antag: -15
  tim10-1 inh: 31
  UPR CHOP act: 1.8
  APJ ag: -3

> Cc1ccc(C)c(N2CCN(S(=O)(=O)CC34CCC(CC3=O)C4(C)C)CC2)c1 (stereo not drawn)
  tim23-1 inh: 30
  XBP1 UPR activ: -4
  Mdm2 MdmX PPI: 14
  TIM10 inh: 8
  CXCR6 block: -5
  APJ antag: 3
  tim10-1 inh: 25
  UPR CHOP act: -0.6
  APJ ag: 5

# Next records
# Assay codes: A = tim23-1 inh; B = XBP1 UPR activ; C = Mdm2 MdmX PPI; D = TIM10 inh; E = CXCR6 block; F = APJ antag; G = tim10-1 inh; H = UPR CHOP act; I = APJ ag
Cc1cc(=O)oc2cc(NC(=O)c3cccc(S(C)(=O)=O)c3)ccc12
  A: -21 | B: 2 | C: -23 | D: 4 | E: 0 | F: -4 | G: -1 | H: 6.0 | I: 0

CCOC(=O)C1CCN(C(=O)COC(=O)c2ccc(Br)o2)CC1
  A: 2 | B: -1 | C: 1 | D: -13 | E: 1 | F: 2 | G: -4 | H: 1.7 | I: -5

CC(C)CN1C(=O)c2ccc(NC(=O)C3CC3)cc2C1=O
  A: 13 | B: -2 | C: 20 | D: 5 | E: 3 | F: 11 | G: 18 | H: 3.3 | I: -4

COc1ccc(CN2CCCCCC2)cc1
  A: 1 | B: -4 | C: 3 | D: -5 | E: -5 | F: -17 | G: -11 | H: 1.8 | I: -3

Cc1cc(C)nc(S/C=C/C(=O)c2ccc(F)cc2)n1
  A: 56* | B: -6 | C: 101* | D: 48* | E: · | F: 15 | G: 41* | H: 12 | I: -2

COc1cccc(NC(=O)CN(C)C(=O)CN2C(=O)NC3(CCCC3)C2=O)c1
  A: -1 | B: -1 | C: 9 | D: -4 | E: 4 | F: 24 | G: -19 | H: 1.3 | I: -5

O=C(NCC1CCCO1)C1CCN(S(=O)(=O)c2cccc3nonc23)CC1 (stereo not drawn)
  A: 4 | B: -1 | C: -9 | D: -3 | E: 0 | F: -4 | G: 7 | H: -3.1 | I: 1

O=C(O)CN1C(=O)/C(=C/C=C/c2ccccc2)SC1=S
  A: 17 | B: -1 | C: -26 | D: 6 | E: -1 | F: 5 | G: 23 | H: -1.9 | I: -2

O=C(Cn1nc(-c2ccccc2)c2ccccc2c1=O)NCCO
  A: 1 | B: 3 | C: -15 | D: -6 | E: 4 | F: -11 | G: 16 | H: 1.3 | I: -5

CC(=O)Nc1cccc(NC(=O)C2C3C=CC(C3)C2C(=O)O)c1 (stereo not drawn)
  A: -3 | B: 1 | C: -44 | D: -13 | E: 0 | F: 14 | G: 16 | H: 0.2 | I: -3

Cc1nc2nc(-c3cccnc3)[nH]n2c(=O)c1Cc1ccccc1
  A: 16 | B: -4 | C: -9 | D: 4 | E: -8 | F: -11 | G: 4 | H: -1.6 | I: -4

c1nc(NC2CCCCC2)c2[nH]cnc2n1
  A: -5 | B: 0 | C: 9 | D: -24 | E: 3 | F: -3 | G: 7 | H: -2.5 | I: 2

O=C(CCN1C(=O)/C(=C/c2ccc3c(c2)OCO3)SC1=S)Nc1ccc(C(=O)O)cc1
  A: 12 | B: 2 | C: -11 | D: 7 | E: 7 | F: 26 | G: 9 | H: 1.0 | I: -2

COc1ccc(CCNC(=O)c2ccc(CS(=O)Cc3ccc(Cl)cc3)o2)cc1OC (stereo not drawn)
  A: 10 | B: -9 | C: 24 | D: -7 | E: 6 | F: 16 | G: 19 | H: 1.7 | I: -3

CCCCOc1ccc(C(=O)N2CCN(c3ncccn3)CC2)cc1
  A: 20 | B: -4 | C: 8 | D: 6 | E: 1 | F: 6 | G: 21 | H: -2.6 | I: 2

# (list continues)
# Assay codes: A = tim23-1 inh; B = XBP1 UPR activ; C = Mdm2 MdmX PPI; D = TIM10 inh; E = CXCR6 block; F = APJ antag; G = tim10-1 inh; H = UPR CHOP act; I = APJ ag
CCOC(=O)c1sc(=S)n(-c2cc(OC)ccc2OC)c1N
  A: 17 | B: -2 | C: -7 | D: 2 | E: -6 | F: -1 | G: -1 | H: 0.5 | I: -2

CCC1(N(C(C)=O)c2ccc(OC)cc2)C(=O)c2ccccc2C1=O
  A: 23 | B: 0 | C: -5 | D: -4 | E: 0 | F: 2 | G: 7 | H: -1.8 | I: -1

COc1cccc(/C=N/NC(=O)CNC(=O)/C=C\c2ccccc2)c1O
  A: 6 | B: -1 | C: 35 | D: 12 | E: -11 | F: -12 | G: 32 | H: 4.3 | I: -1

CNC(=S)N(Cc1cccs1)Cc1cc2cc(OC)c(OC)cc2[nH]c1=O
  A: 14 | B: -2 | C: -9 | D: -1 | E: 6 | F: -8 | G: 3 | H: 1.2 | I: 1

COc1ccc(Br)cc1CNc1ccc(O)cc1
  A: 11 | B: 1 | C: 22 | D: 18 | E: -18 | F: -28 | G: 25 | H: -1.6 | I: -9

Cc1ccc(S(=O)(=O)c2cc(C)cc(S(=O)(=O)Nc3ccc(C(=O)O)cc3)c2C)cc1
  A: -8 | B: -2 | C: 13 | D: 5 | E: 6 | F: 16 | G: 2 | H: -2.6 | I: -2

O=C(Nc1ccc(Cl)c(Cl)c1)OCc1cccnc1
  A: 6 | B: 2 | C: 24 | D: 44* | E: -13 | F: -29 | G: 50* | H: 4.9 | I: -1

COC(=O)c1cn(NC(=O)c2cccc(OC)c2)c(=O)c2ccccc12
  A: -12 | B: 0 | C: 5 | D: -7 | E: 8 | F: 14 | G: 6 | H: -1.0 | I: -1

Cc1sc2ncnc(Nc3ccc(N4CCOCC4)cc3)c2c1-c1ccccc1
  A: 42 | B: 5 | C: 43 | D: 39 | E: 14 | F: 16 | G: 31 | H: -0.3 | I: 0

CCC(C)[C@H](N)c1nnc(SCC(=O)Nc2cccc(Cl)c2)o1 (stereo partly drawn)
  A: 17 | B: 1 | C: -48 | D: 17 | E: -12 | F: -4 | G: 33 | H: -0.2 | I: -1

CCOc1ncccc1C(=O)OCCCC(=O)c1ccc(Br)cc1
  A: 20 | B: -1 | C: -23 | D: -26 | E: 0 | F: -65 | G: -4 | H: 1.1 | I: -3

CCC(C)Sc1cc(C(F)(F)F)c(C(=O)Nc2ccc(Cl)cc2)cn1 (stereo not drawn)
  A: 4 | B: -7 | C: 42 | D: -17 | E: -2 | F: 8 | G: 7 | H: -1.4 | I: 6

N#CC(C(=S)Nc1ccccc1)c1nc2ccccc2[nH]1 (stereo not drawn)
  A: 2 | B: 8 | C: 27 | D: 25 | E: -4 | F: 24 | G: 11 | H: 38 | I: -3

CC(C)C(NC(=O)c1ccccc1F)C(=O)NCCc1ccccn1 (stereo not drawn)
  A: 0 | B: -1 | C: -7 | D: 10 | E: 0 | F: 7 | G: 8 | H: 2.3 | I: -2

Cc1ccccc1-n1ncc2c1CC(C)(C)CC2NC(=O)CN1CCCC1=O (stereo not drawn)
  A: 2 | B: -1 | C: 20 | D: -1 | E: 5 | F: 15 | G: -13 | H: -0.5 | I: 4
